Bioassay records as filed in PubChem BioAssay.
Peg3 prom inh – Peg3 promoter-driven luciferase inhibitors, primary screen, cell-based, HeLa, luciferase luminescence; actives 1.7% (n = 360,000); inhibition, % at 20 µM; AID 588405, 2011; HeLa PEG-Prom luciferase reporter, overnight;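 active = inhibition of at least 50% at 20 µM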
C8 TRAIL sens – viability loss with TRAIL in NB7+C8 cells, primary screen, TRAIL sensitizer project, cell-based, ATPlite luminescence. actives 1% (n = 360,000). inhibition (viability loss, TRAIL sensitization), % at 10 µM;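 active = compounds causing at least 50% loss of cell viability in the single-dose screen, relative to plate controls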
KKLEB cytotox – cytotoxicity in KKLEB CF airway cells, primary screen, cytotoxicity control for CF NF-kB inhibitor project, cell-based, uHTS, fluorescence assay plates; KKLEB CF airway cells viability, ATPlite luminescence, overnight; active compounds read low; cells stimulated with P. aeruginosa culture filtrate; activity change (cytotoxicity), % at 5 µM; actives 0.36% (n = 360,000);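 active = corrected activity change at or below -50% at 5 µM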
CF NFkB block – inhibitors of PAF-induced NF-kB signaling, primary screen, cell-based, GFP fluorescence, uHTS | KKLEB NF-kB-GFP reporter, GFP fluorescence overnight | actives 0.86% (n = 360,000) | inhibition, % at 5 µM;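 active = at least 50% inhibition at 5 µM, scaled per plate between neutral and stimulator controls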;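 also: PAF is a Pseudomonas aeruginosa culture filtrate used as stimulus; plate controls were PAF-stimulated DMSO wells for no effect and unstimulated DMSO wells for full effect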
TROY NFkB inh – inhibitors of TROY-driven NF-kB signaling, primary screen, Q293 LMP1-TROYcd cells, NF-kB luciferase, uHTS; actives 0.98% (n = 360,000); inhibition, % at 10 µM; Q293 LMP1-TROYcd NF-kB luciferase reporter, 4 h; AID 1347056, 2019;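 active = compounds whose plate-normalised and pattern-corrected inhibition of the luciferase reporter signal at the single screening dose is 50% or more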
TWEAK Fn14 block – inhibitors of TWEAK-Fn14 signaling, primary screen, luciferase reporter cells, uHTS | actives 2% (n = 360,000) | inhibition, % at 10 µM | TWEAK-stimulated Fn14 reporter cells, luciferase luminescence, 8 h; in the data active = inhibition above about 50%
Shn3 inh set2 – reduction of Shn3 3'UTR firefly luciferase signal, primary screen, Schnurri-3 inhibitor project, cell-based, Clone20 osteoblasts, set 2. Clone20 osteoblast Shn3 3'UTR firefly luciferase, 24 h. inhibition, % at 12.5 µM. actives 0.52% (n = 360,000). AID 588674, 2011;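 active = mean inhibition of at least 75% with every replicate also reaching 75%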;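 also: 0% = median of neutral control wells and 100% = pilot-screen positive control compound; some compounds past the cut are filed as inactive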
NR2E3 ag-1 – NR2E3 agonists in two-hybrid cells, primary screen, cell-based, luminescence, CHO-S, Gal4-NCOR/VP16-NR2E3; inhibition of corepressor binding, % at 3.98 µM; luciferase; actives 0.35% (n = 360,000); AID 602229, 2012;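 active = inhibition above the mean of all tested compounds plus 3 SD, cut at about 70% in these data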;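 also: 0% = DMSO with NR2E3 transfected cells and 100% = cells lacking NR2E3 construct; higher means lower luciferase signal from less NR2E3 corepressor binding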
Target sequence (Q9Y5X4 whole entry, looked up, the tested form may be a part): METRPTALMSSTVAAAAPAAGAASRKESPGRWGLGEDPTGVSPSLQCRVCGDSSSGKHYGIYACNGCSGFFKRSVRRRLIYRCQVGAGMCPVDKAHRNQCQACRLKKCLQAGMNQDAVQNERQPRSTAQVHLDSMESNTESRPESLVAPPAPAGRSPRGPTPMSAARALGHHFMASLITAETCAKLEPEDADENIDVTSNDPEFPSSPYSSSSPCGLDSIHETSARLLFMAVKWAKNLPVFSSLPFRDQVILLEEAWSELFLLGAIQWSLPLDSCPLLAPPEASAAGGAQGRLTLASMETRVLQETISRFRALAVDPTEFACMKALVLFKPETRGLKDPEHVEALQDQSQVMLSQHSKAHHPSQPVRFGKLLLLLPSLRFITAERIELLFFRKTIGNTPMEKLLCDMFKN
MITF TRPM1 inh – inhibitors of MITF-dependent TRPM1 promoter reporter, primary screen, cell-based, SK-MEL-5, single point, luciferase; SK-MEL-5 TRPM1 promoter luciferase, 24 h; inhibition, % at 12.5 µM; actives 0.83% (n = 330,000);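 active = mean inhibition across replicates of 60% or more, whatever share of single replicates reaches that level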; also: values of inactives mirror those of a sister screen read the other way
NR2E3 ag-2 – inhibitors of NR2E3-RetCOR corepressor binding, primary screen, NR2E3 agonist project, biochemical, TR-FRET, GST-NR2E3, biotin-RetCOR. Photoreceptor-specific nuclear receptor (Homo sapiens), Q9Y5X4. actives 0.12% (n = 320,000). 1536-well. inhibition of corepressor binding, % at 4.78 µM. AID 2300, 2010;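 active = percent inhibition above the cutoff of mean plus 3 SD of all tested compounds, set per screening campaign, cut at about 20% in these data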;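 also: 0% = DMSO wells and 100% = biotin wells as full block of FRET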
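System: GST-tagged NR2E3 plus biotinylated RetCOR corepressor; Buffer or medium: pH 7.5 Tris-based buffer; Probe or stimulus: RetCOR corepressor, biotinylated, 7 nM; Doses: compound at 4.8 µM, single dose; Schedule: 5 h incubation at 4 °C; Technique: time-resolved FRET; Evaluation: percent inhibition of TR-FRET ratio; Replication: one well per compound, singlicate testing.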
HIF-2a inh – HIF-2a reporter inhibitors, primary screen, luminescence, 786-0 RCC cells; inhibition, % at 18.8 µM; actives 0.72% (n = 360,000); 786-0 RCC cells HIF-2a reporter, luciferase luminescence, overnight;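 active = inhibition of the luminescence signal of 40% or more relative to plate controls, in a single-dose primary screen at 18.75 µM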
Starred values were filed as active, the others as inactive; . = no result given. These rows are one share of the data; rates above refer to the full screens.

SMILES	Peg3 prom inh	C8 TRAIL sens	KKLEB cytotox	CF NFkB block	TROY NFkB inh	TWEAK Fn14 block	Shn3 inh set2	NR2E3 ag-1	MITF TRPM1 inh	NR2E3 ag-2	HIF-2a inh
O=C(Oc1c(Cl)cc(Cl)c2ccccc12)N1CCCCC1	-38	22	-6	9	-53	-9	-2	-83	-5	5	-95
O=[N+]([O-])c1ccc(N2CC2)c([N+](=O)[O-])c1	14	3	-7	16	1	-16	15	-7	5	.	-7
CCNC(=O)NNC(=O)C1CC(c2cccnc2)=NO1 (configuration not stated)	15	-4	2	-2	9	7	5	-8	-21	-2	17
COC(=O)C1=C(c2ccc(Cl)c(C(F)(F)F)c2)C[C@@H]2CC[C@H]1N2C(=O)N1CCOCC1	12	-7	3	-13	-3	-27	-5	16	-6	2	12
CC(=O)OC1N=C(c2ccc(Cl)cc2)c2cc(Br)ccc2NC1=O (configuration not stated)	-2	-12	1	6	12	-4	4	-28	3	-1	14
COc1ccccc1CNCCc1cccc(Cl)c1	-11	12	0	15	-7	-5	9	-24	.	.	0
CC(C)C(=O)Nc1nnc(CCN(CCc2nnc(NC(=O)C(C)C)s2)[N+](=O)[O-])s1	13	23	3	-2	-16	1	9	8	6	-1	17
Cc1ccc(N2C(=O)NC(=O)C(CCc3ccncc3)(Cc3cccc(Cl)c3Cl)C2=O)cc1 (configuration not stated)	21	4	-15	13	7	14	0	-9	4	0	7
CCCCn1c(=O)c(C(=O)Nc2ccccc2C)c(O)c2ccccc21	32	-18	8	-2	-2	-13	25	-34	9	3	13
O=C1c2ccccc2C(=O)N1Cc1nc2ccccc2c(=O)n1-c1cccnc1	22	0	-3	-25	4	-9	6	-1	-16	3	21
CNC(=O)Oc1ccc(-c2cn3cc(C)ccc3n2)cc1	37	93*	-38	-2	33	64*	49	-91	20	-3	39
COc1ccc(CC2c3cc(OC)c(OC)cc3CCN2C)cc1OC (configuration not stated)	-8	-10	1	-12	-14	-13	-20	-1	-3	2	-4
Cc1cccc(C)c1NC1=NCCCCS1	10	-2	8	-6	-3	3	11	-3	7	-2	19
Cc1cccc(OP(N)(=O)Oc2cccc(C)c2C)c1C	15	9	-4	10	6	30	9	-17	6	3	21
COCCn1c(-c2ccccc2)cc(C(=O)O)c1C	4	13	4	-10	5	2	6	13	9	1	22
COC(=O)C1=C(c2cccc(OC)c2OC)C[C@@H]2CC[C@H]1N2C(=O)N1CCC(C)CC1	-2	13	-1	11	-30	5	17	-16	4	2	-11
CCC1(CC)C(=O)N(C)C(=O)NC1=NC	5	-7	-2	-19	-21	-14	-2	-23	2	0	15
COC(=O)C1=C(c2ccc(-c3ccccc3)c(F)c2)C[C@@H]2CC[C@H]1N2C(=O)NCCO	6	14	1	14	-2	1	-15	10	9	2	7
COCCOC(=O)C1=C(C)OC(N)=C(C(=O)OC)C12C(=O)Nc1ccccc12 (configuration not stated)	24	-16	2	-6	6	8	-2	-10	5	1	20
CC/C(=N\Nc1ccccc1)c1c(O)n(C)c(=O)n(C)c1=O	16	17	4	4	-11	-6	2	12	12	2	8

More entries:
SMILES	Peg3 prom inh	C8 TRAIL sens	KKLEB cytotox	CF NFkB block	TROY NFkB inh	TWEAK Fn14 block	Shn3 inh set2	NR2E3 ag-1	MITF TRPM1 inh	NR2E3 ag-2	HIF-2a inh
COc1ccc2c3c1OC1C(O)C=CC4C(C2)[N+](C)(C)CCC341 (configuration not stated)	7	-9	-10	-3	-4	-6	-7	-14	13	-3	5
N/C(=N\[N+](=O)[O-])N1CCN(C(=O)c2ccccn2)CC1	6	-1	10	-10	1	5	-3	-19	9	0	19
Cc1cc(C=C2C(=O)NC(=O)NC2=O)c(C)n1-c1ccncc1	7	-5	7	3	8	11	-4	-19	-3	-2	16
Cc1ccc2cc3cc(C(=O)N4CCC5(CC4)OCCO5)oc3nc2c1	-134	30	0	-2	-49	-10	-20	-8	-63	3	-170
CC1=C(C/C(C)=C/c2ccccc2)/C(=C/CO)[C@@H]2OC(=O)O[C@]2(C)C12CC2	16	-12	-4	1	11	19	5	-12	13	4	-6
C#CCN(C)[C@H](C)Cc1ccccc1	-13	14	-1	1	-10	-4	18	-27	4	3	11
C[C@H]1[C@H](OC(=O)CCC(=O)NCc2ccc(C(=O)O)cc2)O[C@@H]2O[C@@]3(C)CC[C@H]4[C@H](C)CC[C@@H]1C24OO3	36	43	-8	31	-47	39	82	93*	45	-2	-2
N#Cc1cc(F)c(N2CCNCC2)cc1Cl	-2	-17	-1	5	8	-15	-4	-26	-1	2	-11
CN1CCc2cc3c(c4c2C1Cc1ccccc1-4)OCO3 (configuration not stated)	71*	5	7	-172	-18	6	16	-56	12	4	39
O=C(COC(=O)Cc1ccccc1)Nc1cc(S(=O)(=O)N2CCOCC2)ccc1N1CCCC1	1	-8	-13	23	-1	-14	-5	-11	-8	-1	12
N#CC1c2ccccc2-n2nncc2CN1C(=O)CCc1ccccc1 (configuration not stated)	8	4	12	-9	-8	12	-23	-34	4	.	3
CC(C)OS(C)(=O)=O	-2	5	4	-19	14	-9	3	-23	7	2	4
CC1CCSP(=O)(Oc2ccccc2)O1 (configuration not stated)	5	-11	3	-3	-10	-8	10	-28	-4	0	15
N#CCCn1cc(C(=O)Nc2ccc([N+](=O)[O-])cc2)c(-c2ccccc2)n1	11	12	4	6	3	-9	7	1	14	1	16
CC(CC(C#N)(c1ccccc1)c1ccccc1)N(C)C (configuration not stated)	-9	-13	8	-16	-11	-4	-9	5	0	.	11
COc1ccc(-c2cc(=NCCC(=O)O)c3cc(C)ccc3o2)cc1	-361	6	-1	-30	-52	14	-85	-112	-110	.	-304
O=C1NC(=O)N(c2ccccc2F)C(=O)/C1=C/c1ccc(Sc2nc3ccccc3[nH]2)o1	-5	-3	7	-9	5	-16	-10	-3	13	-1	11
O=P(N1CCCCCC1)(N1CCCCCC1)N1CC1	-10	-27	-4	13	-9	5	-51	-12	0	.	-27
CC12CCCCC1N(O)CN2O (configuration not stated)	5	-6	10	-8	-19	-11	-23	-9	9	2	14
OC1C2CN3CN(C2)CC1(c1ccccc1)C3 (configuration not stated)	-7	5	0	19	6	8	.	8	1	.	24

(next part)
SMILES	Peg3 prom inh	C8 TRAIL sens	KKLEB cytotox	CF NFkB block	TROY NFkB inh	TWEAK Fn14 block	Shn3 inh set2	NR2E3 ag-1	MITF TRPM1 inh	NR2E3 ag-2	HIF-2a inh
CSc1nnc(OC(=O)N(C)C)n1-c1ccc(Cl)cc1	6	-7	2	-1	-4	-23	-35	-17	13	0	15
CSc1ccccc1NP1(=O)OCC(C)([N+](=O)[O-])CO1 (configuration not stated)	-9	-10	-16	24	-9	-3	-10	16	5	.	13
O=c1c2ccccc2nc(CNCC2CCCO2)n1-c1ccc(F)cc1 (configuration not stated)	2	-3	3	-6	-5	9	-7	-3	13	-2	17
COc1nc(C)nc(NC(=O)NS(=O)(=O)c2ccccc2Cl)n1	-16	3	29	-11	-6	-4	-9	-29	-9	6	-5
COC(=O)C1=C(c2cccc(C#N)c2)C[C@@H]2CC[C@H]1N2C(=O)NC(C)C	5	-6	1	-25	-3	-9	-24	-41	-17	2	-1
O=C(C(=O)N1CCOCC1)c1cn(Cc2ccccc2)c2ccccc12	20	3	8	4	5	-4	-13	-45	1	4	23
NC(=O)CSc1nnc([C@@H](N)Cc2c[nH]c3ccccc23)o1	3	0	5	-3	-18	-2	1	-14	11	0	2
Cc1cc(=O)oc2c(C)c(OCC(=O)N3CCN(Cc4ccc5c(c4)OCO5)CC3)ccc12	8	5	8	14	-11	-6	22	-24	-4	-2	1
CN1C(=O)C(=Cc2ccc(N3CCCCC3)o2)C(=O)N(C)C1=S	-151	8	-1	-15	-36	-37	-28	-51	-23	-4	-182
O=C(c1ccc2c(c1)OCO2)N1CCC2(CC1)OCCO2	0	6	-4	14	11	1	-40	-7	-9	1	8
CCOc1ccc(Cc2c(O)[nH]c(=O)[nH]c2=O)cc1	5	-1	-12	-4	-3	-1	17	-7	2	3	12
Cc1ccsc1C(=O)C1CCCN(Cc2ccn[nH]2)C1 (configuration not stated)	6	-4	-11	19	3	15	18	-29	12	-2	2
CCC(C)C1N=C(c2ccccc2)c2cc(Cl)ccc2N(CC(=O)NCc2ccco2)C1=O (configuration not stated)	25	1	-13	9	9	6	4	-2	.	3	7
COc1ccc2c(c1)c(C(=O)CN1CCC3(CC1)OCCO3)c(C)n2Cc1ccccc1	2	-17	-2	9	-14	-16	4	-24	-4	-1	-5
